FXIIa inh 1536 = factor XIIa (human) inhibition; purified FXIIa, Boc-QGR-AMC fluorogenic substrate, 2 h; AID 800; P00748; inhibition, % at 5 µM; 0.3% of 220,000 active; in the data active = inhibition above about 40%;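 note: 0% = enzyme with no compound and 100% = blank without enzyme; many of its hits are not listed in these tables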
KCC2 mod = modulates chloride dependent transport by human KCC2; KCC2 cells, thallium flux FluoZin-2 fluorescence; B-score of Tl+ flux slope (higher = more flux/activation; lower = inhibition) at 10 µM; 2.2% of 190,000 active; AID 1456;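 active = thallium flux slope and its plate-corrected score both differing from the plate sample mean at a set confidence after two filtering rounds, in either direction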;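 note: slope of fluorescence scaled to starting intensity during 10 to 20 s after thallium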
thrombin 1536 = blocks human thrombin protease activity | P00734 | alpha-thrombin, Boc-VPR-AMC fluorogenic substrate cleavage | inhibition, % at 5 µM | 0.26% of 220,000 active;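 active = inhibition at or above 40%; inactive = inhibition below 40%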;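 note: 0% = enzyme with no compound and 100% = wells without enzyme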
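Material: human alpha-thrombin protein. Incubation: reaction at ambient temperature. Technique: fluorescence of released AMC, ex 355 nm, em 460 nm. Control set: no-compound enzyme wells and no-enzyme blanks. Also added: Boc-VPR-AMC substrate, 15 µM final. Buffer or medium: pH 7.5 Tris (50 mM) with NaCl 150 mM, Tween 20 0.05%.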
Hck-Nef inh = inhibitors of human Hck kinase activated by Nef; P08631; Recombinant Hck-YEEI plus Nef, Z-Lyte FRET kinase assay; inhibition, % at 20 µM; 0.68% of 220,000 active; AID 463187;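 active = Hck-Nef kinase inhibition above about 50%, limit read from the data; inactive = inhibition below that limit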;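 note: 0% = DMSO with Hck plus Nef and 100% = Hck alone without Nef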
Target sequence (P08631 whole entry, looked up): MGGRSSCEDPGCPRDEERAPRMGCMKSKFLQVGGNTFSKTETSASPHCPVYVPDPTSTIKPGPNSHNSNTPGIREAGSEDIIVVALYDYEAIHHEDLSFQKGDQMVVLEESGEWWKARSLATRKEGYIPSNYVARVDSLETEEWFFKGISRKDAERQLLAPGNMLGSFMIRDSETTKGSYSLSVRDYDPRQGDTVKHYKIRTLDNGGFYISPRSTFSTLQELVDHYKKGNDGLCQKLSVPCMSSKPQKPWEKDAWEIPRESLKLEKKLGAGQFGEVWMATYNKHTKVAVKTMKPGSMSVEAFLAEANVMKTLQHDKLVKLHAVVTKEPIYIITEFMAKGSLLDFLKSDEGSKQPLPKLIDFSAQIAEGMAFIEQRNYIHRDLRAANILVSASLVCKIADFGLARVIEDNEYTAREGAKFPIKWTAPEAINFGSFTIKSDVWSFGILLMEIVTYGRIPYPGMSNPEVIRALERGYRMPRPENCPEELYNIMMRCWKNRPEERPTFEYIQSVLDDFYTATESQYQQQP
TNF necrop inh = TNF-alpha cell death inhibition in Jurkat FADD-/- cells; Jurkat FADD-/- TNF necroptosis rescue, ATP luminescence, 24 h; 0 = TNF only, 100 = no-TNF cells; 0.068% of 220,000 active; activation (protection from cell death), % at 10 µM;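 active = activation, meaning protection from cell death, of at least 50% relative to plate controls; inactive = activation below 50%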;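 note: necroptosis triggered by 40 ng/mL TNF-alpha added together with compound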
Rad51 HR inh = blocks human Rad51 in homologous recombination | Q06609 | hRad51 DNA strand exchange, fluorescence dequenching | inhibition, % at 10 µM | 0.085% of 200,000 active;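 active = inhibition above 40% at the single screening dose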;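 note: 0% = DMSO control wells and 100% = blanks with heterologous ssDNA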
Target sequence (Q06609 whole entry, looked up): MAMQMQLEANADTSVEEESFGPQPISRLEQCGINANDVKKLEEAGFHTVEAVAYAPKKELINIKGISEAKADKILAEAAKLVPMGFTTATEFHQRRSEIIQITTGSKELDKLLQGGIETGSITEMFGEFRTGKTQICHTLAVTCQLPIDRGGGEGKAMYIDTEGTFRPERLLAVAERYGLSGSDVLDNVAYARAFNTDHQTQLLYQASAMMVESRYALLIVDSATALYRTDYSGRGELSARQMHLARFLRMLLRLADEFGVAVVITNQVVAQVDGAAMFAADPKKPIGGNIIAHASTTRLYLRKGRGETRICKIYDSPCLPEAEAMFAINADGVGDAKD
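System: human Rad51 nucleoprotein filaments preassembled on unlabelled ssDNA. Reagent: labelled 47-mer dsDNA for strand exchange. Schedule: 30-min compound preincubation and 15-min exchange, both room temperature. Measured by: FRET fluorescence dequenching, excitation 485 nm, emission 520 nm. Read-out: Fluorescence-based percent inhibition, control- and blank-normalised. Benchmarks: plate controls and plate blanks.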
FXIa inh 1536 = inhibitors of human coagulation factor XIa. P03951. purified FXIa, Boc-Glu-Ala-Arg-AMC fluorogenic substrate. inhibition, % at 5 µM. 0.14% of 220,000 active. AID 798;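 active = inhibition of at least 40%; inactive = inhibition below 40%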;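 note: fluorescence of freed AMC excited at 355 nm; 0% = enzyme without compound and 100% = no enzyme blank; many of its hits are not listed in these tables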
hK5 inh = kallikrein 5 (human) inhibition; recombinant hK5, fluorogenic AMC substrate cleavage; inhibition, % at 5 µM; 0.59% of 210,000 active;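 active = inhibition of 40% or more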;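 note: 0% = enzyme controls without compound and 100% = no-enzyme blanks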
Target sequence (Q9Y337 67-293 limits assumed): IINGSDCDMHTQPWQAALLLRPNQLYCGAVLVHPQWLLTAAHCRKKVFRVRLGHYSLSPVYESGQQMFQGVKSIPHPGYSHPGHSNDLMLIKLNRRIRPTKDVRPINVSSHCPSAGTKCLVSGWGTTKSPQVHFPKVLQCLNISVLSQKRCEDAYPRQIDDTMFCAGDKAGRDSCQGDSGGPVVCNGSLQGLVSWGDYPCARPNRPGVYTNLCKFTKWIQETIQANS
L929 necroptosis = blocks zVAD induced death of L929 cells; viability rescue, % at 10 µM; L929 zVAD necroptosis rescue, ATP luminescence, 24 h; with zVAD 60 µM; 0.38% of 220,000 active;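 active = activation, scaled between plate controls, above about 75%, limit read from the data; inactive = activation under that limit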;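 note: 0% = zVAD with DMSO and 100% = DMSO alone without zVAD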
* = called active by the depositor; . = not tested or not shown. A portion of the library; the hit share may differ from the screen's.

Below each compound – TNF necrop inh | hK5 inh | Hck-Nef inh | Rad51 HR inh | KCC2 mod | thrombin 1536 | L929 necroptosis | FXIa inh 1536 | FXIIa inh 1536
> CCOC(=O)c1c(NC(=O)CN2C(=O)NC(C)(c3ccccc3)C2=O)sc(C)c1C (stereo not drawn)
→ -0.3 | -18 | 2 | -6 | 0.3 | -5 | 0.8 | 4 | 2
> COc1ccccc1NS(=O)(=O)c1ccc(N/N=C(\C)C(C)C)c([N+](=O)[O-])c1
→ 0.9 | -6 | 0 | -2 | -1.9 | -4 | 1.2 | 3 | 11
> COc1ccc(CCNC(=O)Nc2ccccc2[N+](=O)[O-])cc1
→ 1.3 | 8 | 25 | -4 | -0.0019 | 6 | -0.8 | 0 | 8
> Cn1cc(SCC(=O)NCC2CCCO2)c2ccccc21 (stereo not drawn)
→ -0.6 | 1 | 0 | 3 | -0.5 | -3 | -1.0 | 2 | 8
> CNC(=S)NNC(=O)COc1ccc(C)c(C)c1
→ -0.2 | -5 | 4 | -10 | -2.4 | -5 | -0.3 | 9 | 8
> Cc1ccc(C2NC(c3ccc(C)cc3)C(C)C(=NO)C2C)cc1 (stereo not drawn)
→ -2.6 | -19 | 0 | -1 | . | -4 | 0.2 | -5 | 8
> COC(=O)c1cccc(NC(=O)c2cnoc2C)c1
→ -2.0 | -5 | 7 | 6 | -1 | -2 | -0.3 | 11 | 18
> O=C(NCCNS(=O)(=O)c1ccc(Cl)cc1)c1cc(OCC(F)(F)F)ccc1OCC(F)(F)F
→ -2.4 | -2 | 1 | -2 | . | 1 | -0.1 | 4 | 16
> O=C(CCSCc1ccccc1Cl)NC1CCCCC1
→ 1.2 | 3 | 5 | -1 | 0 | 14 | -1.1 | 1 | 13
> CCCC(=O)c1c[nH]c(C(=O)NCc2ccco2)c1
→ -0.3 | -1 | 0 | 7 | -0.15 | 7 | -0.1 | 23 | 33
> CN=Cc1sc2ccccc2c1O
→ -1.9 | -3 | 2 | -9 | -1.4 | 2 | 2.5 | -4 | 7
> COC(=O)c1ccc2c(=O)[nH]c(CN3c4ccccc4CC3C)nc2c1 (stereo not drawn)
→ -6.4 | -4 | 3 | -4 | -0.57 | -5 | 0.6 | -3 | 12
> O=C(CSc1cccc2cccnc12)N/N=C/c1cccc(O)c1
→ -2.5 | -3 | 29 | . | -1.3 | -8 | 2.2 | -5 | 3
> Cc1cccc(CSCCNC(=O)c2ccc(CN3CCOCC3)cc2)c1
→ 1.7 | -4 | 3 | 2 | -1 | -1 | 1.6 | 5 | 16
> Cc1ccc(Cn2c(SCC(C)C)nc3c2c(=O)[nH]c(=O)n3C)cc1
→ -4.4 | 0 | 3 | 1 | . | -3 | 1.5 | -2 | 1
> Cc1ccc(C2CC2C(=O)NNC(=S)Nc2cccc(Cl)c2)cc1 (stereo not drawn)
→ -1.6 | -78 | -12 | -2 | 0.84 | 5 | 0.1 | 5 | 14
> CCn1c(SCC(=O)c2ccccc2)nnc1-c1cc2cc(Br)ccc2o1
→ 1.5 | 7 | 21 | 4 | -0.17 | 1 | -0.2 | 15 | 33
> O=C(NCc1ccco1)c1cnc2ccccn2c1=O
→ -0.8 | 3 | 1 | -5 | 0.34 | 0 | 0.2 | -1 | 7
> CC(OC(=O)c1oc2ccccc2c1COc1ccccc1)C(=O)NC(N)=O (stereo not drawn)
→ 0.1 | -1 | 23 | 7 | -0.75 | -7 | 5.5 | -5 | 4
> Cc1ccccc1OCC(=O)N/N=C/c1ccc(N(C)C)cc1
→ -2.4 | -4 | 6 | 4 | -1.1 | -7 | 3.1 | -4 | 0
> C/C=C(\C)C(=O)NCCN1C2=NC[C@H](Cc3ccccc3)N2C[C@H]1Cc1ccc(O)cc1
→ -0.1 | 4 | -13 | -3 | -0.83 | 2 | 0.1 | 3 | 12
> Cc1ccc2nc(SCc3cccc([N+](=O)[O-])c3)nc(C)c2c1
→ -3.1 | 3 | 1 | -3 | 0.43 | 0 | 0.2 | 5 | 12
> CSc1nc(-c2ccc(Cl)cc2Cl)[nH]c(=O)c1C#N
→ 0.2 | -5 | 0 | . | -3.7 | -1 | -0.2 | 1 | 4
> COC(=O)c1cccc(NC(=O)c2cccnc2C(=O)O)c1C
→ 0.6 | -1 | 17 | -4 | 0.42 | -10 | 2.0 | -3 | 2
> O=C(CCc1ccc(S(=O)(=O)N2CCOCC2)cc1)NCCc1ccccn1
→ 0.1 | -20 | -1 | -3 | . | 0 | 0.1 | 4 | 11
> Cc1csc(SCC(=O)N(C)CC(=O)Nc2ccc(F)cc2)n1
→ 0.3 | 6 | -22 | -3 | 1.5 | -1 | 0.4 | 2 | .
> CC(C)CCNC(=O)CN(C(=O)Cn1nnc(-c2ccc(F)cc2)n1)C1CCCC1
→ -0.5 | -3 | 0 | 3 | -0.74 | 0 | 0.1 | -3 | -7
> O=S(=O)(NCCc1ccccn1)c1ccc(F)c(F)c1
→ 3.0 | 0 | 4 | . | -0.008 | -10 | 0.4 | 8 | 4
> C=C(C)CNC(=S)N/N=C/c1ccc(NC(C)=O)cc1
→ -0.2 | -2 | -8 | 4 | 0.36 | -10 | 4.8 | -5 | 4
> CSc1ccc(CNc2nnnn2C)cc1
→ 0.0 | 3 | -7 | 10 | 0.083 | -1 | 5.2 | -2 | .
> Cc1ccc(C(=O)N2CCSC2=S)cc1
→ -1.3 | 23 | -11 | 2 | -0.25 | 7 | 7.0 | 29 | 15
> Cc1ccc(NC(=O)Cc2ccc(-n3cccc3)cc2)c(C)c1
→ 1.3 | -24 | 8 | 9 | 0.034 | -9 | 0.3 | 3 | 4
> Cc1cc(C(=O)N2CCc3ccccc32)c2cc(F)ccc2n1
→ -2.1 | -14 | 0 | 3 | -1.2 | -9 | -0.5 | 0 | 14
> O=S(=O)(Nc1ccc(Cl)c(C(F)(F)F)c1)c1cnc[nH]1
→ 1.9 | 15 | -1 | 2 | 0.21 | -6 | 1.8 | 1 | 8
> Cc1nc2ccccc2n1-c1ccccc1
→ -2.3 | 1 | 0 | 0 | . | 3 | -0.9 | -2 | 5
> Cc1ccc(CNC(=O)CS(=O)CC(=O)O)cc1 (stereo not drawn)
→ 0.2 | 7 | -20 | -11 | 0.087 | -4 | -1.0 | 5 | 15
> Cc1noc(NS(=O)(=O)c2ccc(N/C=C\C(=O)c3ccncc3)cc2)c1C
→ -0.5 | -18 | 1 | 1 | . | 3 | 0.2 | -5 | 15
> COc1ccccc1CNC(=O)C1CCC(CNc2c(N3CCCCC3)c(=O)c2=O)CC1 (stereo not drawn)
→ 0.9 | -2 | 17 | 19 | 0.13 | -1 | -0.1 | 0 | 14
> CCOC(=O)CC(NC(=O)c1ccco1)c1ccccc1Cl (stereo not drawn)
→ 1.3 | -4 | 0 | -9 | . | -4 | 0.4 | 2 | 9
> CC(=O)c1ccc(Nc2c(C)n(C)n(-c3ccccc3)c2=O)cc1
→ 1.2 | 0 | 24 | -4 | -1.6 | 14 | 4.7 | -4 | 8
> CCC(C)n1c(=S)[nH]c2ccccc2c1=O (stereo not drawn)
→ 1.5 | -2 | -5 | 1 | 101* | 1 | 0.6 | -2 | 6
> CC(C)CNc1nc(Oc2ccc(=O)n(-c3ccccc3)n2)nc(N2CCOCC2)n1
→ -1.7 | -18 | 1 | . | 0.34 | 1 | -0.1 | 0 | 11
> CC(C)C(NS(=O)(=O)c1c(Cl)cccc1Cl)C(=O)OCC(=O)c1c[nH]c2ccccc12 (stereo not drawn)
→ 1.8 | -7 | 1 | -42 | -1.9 | -10 | 0.4 | 1 | 3
> COC(=O)c1cc(NC(=O)/C=C/c2ccc3c(c2)OCO3)cc(C(=O)OC)c1
→ -2.3 | -3 | 14 | -6 | 0.0081 | 4 | 0.6 | 4 | 9
> CC1=NN(c2ccc(C)cc2)C(=O)/C1=C\C=C\c1ccccc1
→ -6.7 | -9 | 3 | 7 | 0.024 | -2 | 0.5 | -2 | 12

No new results follow: two of the compounds above.
Below each compound – TNF necrop inh | hK5 inh | Hck-Nef inh | Rad51 HR inh | KCC2 mod | thrombin 1536 | L929 necroptosis | FXIa inh 1536 | FXIIa inh 1536
> COc1ccccc1NS(=O)(=O)c1ccc(N/N=C(\C)C(C)C)c([N+](=O)[O-])c1
→ 0.9 | -6 | 0 | -2 | -1.9 | -4 | 1.2 | 3 | 11
> COc1ccc(CCNC(=O)Nc2ccccc2[N+](=O)[O-])cc1
→ 1.3 | 8 | 25 | -4 | -0.0019 | 6 | -0.8 | 0 | 8

Continuation.
Below each compound – TNF necrop inh | hK5 inh | Hck-Nef inh | Rad51 HR inh | KCC2 mod | thrombin 1536 | L929 necroptosis | FXIa inh 1536 | FXIIa inh 1536
> CCOc1ccc(OCC)c(NC(=O)c2ccc(CNc3c(N4CCCC4)c(=O)c3=O)cc2)c1
→ -2.3 | 0 | 21 | 39 | -0.69 | -1 | 0.9 | -3 | 3
> Cc1cc(C)n2nc(N)c(N=Nc3cccc(Cl)c3)c2n1
→ 0.3 | -8 | 2 | . | -0.0051 | 0 | -0.1 | 9 | 14
> Cc1nn(-c2ccccc2)c(Cl)c1/C=N/NC(=O)c1ccc(CNc2ccccc2)o1
→ 2.8 | -2 | 3 | 2 | -1.6 | -7 | -0.1 | -6 | 0
> Cc1ccc([N+](=O)[O-])cc1N=C(c1cccc([N+](=O)[O-])c1)N1CCOCC1
→ 1.1 | -1 | -1 | 3 | -0.42 | 4 | 0.2 | 8 | 8
> CC(C)NC(=O)c1cnc(N2CCN(c3ccccn3)CC2)c2ccccc12
→ -4.1 | 2 | -1 | -2 | . | -2 | 0.8 | 1 | 6
> Cc1cc(=O)oc2cc(OCCSCCN3CCCCC3)ccc12
→ -0.7 | 0 | 16 | 18 | 0.17 | 1 | 0.0 | 7 | 15
> O=C(N/N=C/c1cccnc1)C12CC3CC(CC(C3)C1)C2
→ 0.0 | 31 | 12 | -10 | 0.63 | 20 | -1.7 | 27 | 21
> Cc1ccc(C(C)C)c(OCC(O)CN2CC(C)OC(C)C2)c1 (stereo not drawn)
→ -0.1 | -1 | 0 | -7 | . | -11 | 0.7 | -9 | -10
> Clc1ccc(CSc2nc3ccncc3[nH]2)cc1
→ -6.7 | -23 | 3 | -8 | -0.33 | -8 | -0.1 | -11 | -1
> O=C(NC(=S)Nc1cccnc1Cl)c1ccco1
→ -1.8 | -6 | 1 | -4 | 25* | -7 | 0.6 | -4 | 3
> O=C(CSC1=NCCS1)N1CCOCC1
→ 1.4 | -5 | 1 | 7 | 0.56 | -4 | 0.2 | -19 | 3
> COn1c(-c2ccccc2)nc2ccc(Cl)cc21
→ -4.1 | 2 | 0 | -5 | 0.79 | -2 | 0.2 | 0 | -1
> COc1cc([N+](=O)[O-])ccc1NC(=O)CCCOc1ccccc1
→ -2.1 | -7 | -1 | . | 0.19 | 6 | 0.5 | 5 | 20
> O=Cc1c(Cl)nc2ccccn12
→ 0.4 | -5 | 19 | 23 | 0.13 | -6 | -0.5 | -6 | 1
> Cc1cc(=O)n(CC(C)C)c(O)c1C#N
→ -1.4 | -26 | 0 | 14 | 2.1 | -7 | -0.1 | 1 | 10
> CCC(=O)NCCCc1nc2ccccc2n1Cc1ccccc1F
→ 0.2 | 19 | 26 | -2 | . | -3 | 0.0 | 1 | 6
> Cc1ccc(NC(=O)C2CCCN2C(=O)NCc2ccccc2)cc1 (stereo not drawn)
→ -0.1 | 23 | 19 | 3 | 1.8 | 3 | 1.9 | -2 | 12
